NPY-Y1 antag = blocks the human neuropeptide Y Y1 receptor; P25929; HEK293-CNG Y1 cells, membrane potential fluorescence; NPY at EC95, then isoproterenol; inhibition, % at 3.6 µM; 200,000 compounds, 1% hits; AID 1040;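 active = inhibition above the campaign mean inhibition of all tested compounds plus 3 SD, cut at about 20% in these data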;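 note: 0% = DMSO wells given NPY plus isoproterenol and 100% = isoproterenol alone without NPY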
Target sequence (P25929 whole entry, looked up): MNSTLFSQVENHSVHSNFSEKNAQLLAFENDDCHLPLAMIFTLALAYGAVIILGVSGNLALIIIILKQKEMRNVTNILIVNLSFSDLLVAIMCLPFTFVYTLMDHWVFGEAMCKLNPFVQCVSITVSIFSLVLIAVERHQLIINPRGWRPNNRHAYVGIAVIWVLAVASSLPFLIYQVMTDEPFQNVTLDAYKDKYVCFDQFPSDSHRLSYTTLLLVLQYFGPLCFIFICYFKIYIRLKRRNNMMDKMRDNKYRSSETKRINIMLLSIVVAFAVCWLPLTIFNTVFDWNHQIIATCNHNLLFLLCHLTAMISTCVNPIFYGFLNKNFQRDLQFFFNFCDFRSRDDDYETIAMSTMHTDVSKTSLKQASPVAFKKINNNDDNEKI
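Benchmarks – high control isoproterenol alone, low control NPY with isoproterenol · Material – HEK293 Y1/CNG channel cell line · Times – dye 3 h, compound 60 min room temperature, stimulation 45 min · Probe or stimulus – NPY (25 nM), isoproterenol (1 µM), Ro 20-1724 (25 µM) · Evaluation – % inhibition of NPY effect · Signal – fluorescence, membrane potential probe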
Hck Nef HTS = inhibitors of human Hck kinase activated by Nef; inhibition, % at 20 µM; P08631; Recombinant Hck-YEEI plus Nef, Z-Lyte FRET kinase assay; 220,000 compounds, 0.68% hits; AID 463187;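 active = Hck-Nef kinase inhibition above about 50%, limit read from the data; inactive = inhibition below that limit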;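 note: 0% = DMSO with Hck plus Nef and 100% = Hck alone without Nef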
NPY-Y2 PAM-ag = potentiators or agonists of human neuropeptide Y receptor Y2. P49146. cells expressing NPY-Y2, potentiator/agonist read-out. activation, % at 3.6 µM. 220,000 compounds, 0.45% hits; in the data active = activation above about 27%;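 note: cells stimulated with NPY near EC25 plus isoproterenol at EC100; 0% = vehicle plus submaximal agonist and 100% = vehicle plus saturating agonist; some results beyond the cut were filed as inactive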
RBBP9 inh = inhibitors of human serine hydrolase RBBP9 | inhibition, % at 7.94 µM | O75884 | 220,000 compounds, 0.2% hits | recombinant RBBP9, FP-Rh probe fluorescence polarization;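 active = inhibition above the campaign mean of all tested compounds plus 3 SD, cut at about 14% in these data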;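 note: plate controls were DMSO wells with RBBP9 for no effect and wells lacking RBBP9 protein for full effect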
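Test system: recombinant human RBBP9. Quantity: 2.5 µM RBBP9 dispensing solution, before mixing. Detection: FP readout at 525/598 nm. Reagent: Serine-hydrolase probe FP-Rh, 375 nM pre-mixing. Measure: % inhibition. Control set: DMSO-treated enzyme wells and wells lacking RBBP9. Buffer or medium: Tris-NaCl-Pluronic buffer, pH 8.0. Times: preincubation 30 min plus labeling 45 min at 25 °C.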
Runt-SMMHC FRET = Runt domain-CBFb-SMMHC interaction inhibition. inhibition, % at 20 µM. Q01196+Q13951. 220,000 compounds, 0.74% hits. Cerulean-Runt/Venus-CBFb-SMMHC FRET ratio 530/480, 1 h;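 active = mean inhibition across duplicate retests at 20 µM reaching about 50%, limit read from the data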;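 note: 0% = DMSO wells and 100% = wells with excess untagged CBFb-SMMHC; inhibitors lower the FRET ratio by blocking Runt binding to CBFb-SMMHC; some results filed as inactive read as strong as hits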
Target sequence (Q01196 whole entry, looked up, the tested form may be a part): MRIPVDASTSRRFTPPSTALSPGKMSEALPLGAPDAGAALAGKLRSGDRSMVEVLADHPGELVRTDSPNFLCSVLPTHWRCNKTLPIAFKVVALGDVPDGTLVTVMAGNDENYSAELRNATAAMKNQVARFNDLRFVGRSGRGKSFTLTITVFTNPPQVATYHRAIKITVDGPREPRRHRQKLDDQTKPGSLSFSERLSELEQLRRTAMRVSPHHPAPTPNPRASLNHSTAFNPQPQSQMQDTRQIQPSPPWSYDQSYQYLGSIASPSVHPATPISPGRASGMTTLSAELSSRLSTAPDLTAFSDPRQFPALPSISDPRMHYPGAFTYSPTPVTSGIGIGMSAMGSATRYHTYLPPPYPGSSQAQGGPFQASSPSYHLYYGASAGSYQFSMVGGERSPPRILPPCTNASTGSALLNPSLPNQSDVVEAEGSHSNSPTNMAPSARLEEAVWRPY
Target sequence (Q13951 whole entry, looked up, the tested form may be a part): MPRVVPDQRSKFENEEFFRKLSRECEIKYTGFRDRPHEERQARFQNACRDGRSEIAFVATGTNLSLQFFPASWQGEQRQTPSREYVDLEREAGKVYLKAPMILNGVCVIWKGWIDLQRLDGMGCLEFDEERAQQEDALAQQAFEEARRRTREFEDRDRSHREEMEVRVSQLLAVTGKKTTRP
NPY1 pot ag = potentiators or agonists of human neuropeptide Y receptor Y1. NPY-Y1 expressing cells, potentiator/agonist activation. AID 1304. 220,000 compounds, 0.37% hits. activation, % at 3.6 µM. P25929; in the data active = activation above about 33%, passing the limit was not always enough;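 note: cells stimulated with NPY at EC10 then isoproterenol at EC100; 0% = low agonist plus stimulus and 100% = saturating agonist plus stimulus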
Runt-CBFb FRET = Runt domain-CBFb interaction inhibition; Q01196+Q13951; Cerulean-Runt/Venus-CBFb FRET ratio 530/480, 1 h; inhibition, % at 20 µM; 220,000 compounds, 0.46% hits; AID 1496;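 active = inhibition over about 50% at 20 µM in the single-dose screen, limit read from the data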;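 note: 0% = DMSO wells and 100% = excess unlabeled CBFb competitor control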
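Schedule: protein complex preformed 1 h, compound exposure 1 h, room temperature, dark; test system: Cerulean-labeled Runt domain protein; amount: 100 nM per protein; buffer or medium: Tris 50 mM pH 7.5, KCl, K2SO4, 0.01% BSA; read-out: loss of energy transfer signal; detection: FRET fluorescence; controls: 5 µM unlabeled CBFb as full-inhibition high control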
p97 inhibitor = inhibitors of human p97 ATPase. recombinant p97 ATPase, Kinase-Glo ATP luminescence, 3 h. inhibition, % at 8 µM. 220,000 compounds, 0.42% hits. AID 1481; in the data active = inhibition above about 15%;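 note: 0% = DMSO vehicle and 100% = wells lacking enzyme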
MDM2 E3 inh = inhibitors of human Mdm2 E3 ubiquitin ligase; AID 1230; 210,000 compounds, 0.11% hits; Q00987; cell-based MDM2 ubiquitination luciferase reporter, 2 h; 0 = plate control, 100 = twice control, blank-subtracted; signal enhancement, % at 5 µM;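 active = signal enhancement of 30% or more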;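 note: luminescence tracks abundance of the self-degrading MDM2-luciferase fusion protein; higher signal means inhibition of MDM2 E3 ligase activity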
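system = mammalian cells stably expressing self-ubiquitinating, self-degrading MDM2 E3–luciferase fusion | quantity = 2000 cells per well seeded | incubation = 4 h cell settling then 2 h compound exposure, 37 °C | signal = SteadyLite luminescence, 15 min reagent step | benchmarks = plate control and blank wells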
Numbers without * were called inactive; / = not tested or not shown. The order is random. About 3.5% of those tested had a hit in this group.

SMILES	NPY-Y1 antag	Hck Nef HTS	NPY-Y2 PAM-ag	RBBP9 inh	Runt-SMMHC FRET	NPY1 pot ag	Runt-CBFb FRET	p97 inhibitor	MDM2 E3 inh
COc1cc(CC(=O)OCC(=O)Nc2cccc([N+](=O)[O-])c2)cc(OC)c1OC	7	0	-5	-2	2	-16	-3	-5	-18
O=C1N=c2ccccc2=C1c1sc(=S)n(NC(=O)c2cccc(O)c2)c1O	1	22	-10	-5	5	-10	13	4	3
Cc1ccc(S(=O)(=O)N2CCOCC2)cc1C(=O)OCC(=O)N1CCc2ccccc2C1	2	-1	-7	-8	-2	-6	2	0	-6
CCOC(=O)c1sc(NC(=O)CCN2CCCCCC2)c(C(=O)OCC)c1C	-7	16	-14	-16	0	12	-6	4	-20
CC(C)Oc1ccc(OCCNC2CCCC2)cc1	-1	4	6	-1	-7	-2	1	2	-4
Cc1ccc(OCCOC(=O)Cn2nc(C)c([N+](=O)[O-])c2C)cc1	12	11	-9	-3	-6	-6	1	-7	-18
CCS(=O)(=O)c1ccc2oc(SCC(=O)Nc3ccc(OC)cc3)nc2c1	3	19	0	3	-1	2	0	7	-21
Cc1ccc(S(=O)(=O)NCc2ccc(C(=O)NCCCN3CCC(Cc4ccccc4)CC3)cc2)cc1	8	-4	2	-1	6	-23	1	-3	-15
c1ccc2c(c1)OCCOCCOc1ccccc1OCCOCCO2	3	-1	-9	-3	5	-1	1	-2	-14
BrC(=C\c1ccccc1)/C=N/Nc1ccc2nncn2n1	/	16	-7	-8	-4	2	15	5	-6
Fc1ccc(Cn2nnc(-c3ccc(CN4CCOCC4)cc3)n2)cc1	-1	-1	8	0	-1	2	-2	1	-12
COc1cc(NC(=O)CSc2nc(C)cc(C)n2)cc(OC)c1OC	-1	4	1	2	1	14	0	1	-14
CC(C)(C)c1ccc(SCCc2cccnc2)cc1	/	2	4	3	2	16	-5	0	-8
CCn1c(SCC(=O)N/N=C/C(C)=C\c2ccco2)nnc1-c1ccccc1	8	3	6	-2	-6	-28	-2	2	-5
COc1ccc(/C=N/NC(=S)N[C@H]2CC3CCC2C3)cc1 (some centres not stated)	/	8	10	-10	5	-6	2	1	-13
CC(Sc1ccc(Cl)cc1)C(=O)NCc1ccc2c(c1)OCO2 (configuration not stated)	12	0	-3	-2	2	-13	-1	-6	-8
FC(F)(F)c1ccc2c(c1)N1CCCC1CN2 (configuration not stated)	-4	-19	-2	2	-15	15	3	4	-75
COCc1cc(C)nc(SCC(=O)Nc2cccc3cccnc23)c1C#N	-1	29	-2	-5	6	-14	1	0	-4
O=C(NN1S(=O)(=O)c2ccccc2S1(=O)=O)c1ccc(Br)cc1	0	11	2	-10	-4	11	2	3	-6
COc1ccc(NC(=O)COc2ccc(CNCCCN3CCOCC3)cc2OC)cc1	-1	-2	-10	-6	0	-12	1	1	-4
Cc1nn2c3ccccc3nc2n(Cc2ccccc2)c1=O	5	-3	11	1	/	19	/	2	/
NNC(=O)c1ccc(Cn2cc(Cl)cn2)cc1	-1	0	-16	-8	-1	-16	-2	-1	-4
S=c1[nH]nc(COc2ccc(Cl)cc2)n1C1CCCCC1	-5	4	-2	-3	24	17	9	-5	-10
Cc1sc2nc(COC(=O)c3ccc(Cl)c(N)c3)[nH]c(=O)c2c1C	/	7	-16	-8	-7	-30	2	3	1
CC1CCC/C(=C\Nc2ccc(O)cc2)C1=O (configuration not stated)	-1	2	-2	14*	-3	7	4	8	-1
O=C(COC(=O)c1cnc(Cl)c(Cl)c1)NCCC1=CCCCC1	-1	-4	6	4	-2	22	-3	2	0
COc1ccc(CC(=O)NC2CCN(Cc3nnnn3C(C)(C)C)CC2)cc1OC	2	2	6	-6	0	3	0	9	-27
O=C(NCc1ccccc1)c1ccccc1-c1nc2ccccc2[nH]1	9	7	-15	-4	0	15	0	2	-10
CC1CCc2ccc(F)cc2N1S(=O)(=O)c1cccs1 (configuration not stated)	1	-3	-1	2	2	-22	0	3	4
C[C@H](NC(=O)c1nc[nH]c1C(=O)N[C@@H](CCCCNC(=O)OC(C)(C)C)C(=O)OC(C)(C)C)c1ccccc1	/	12	/	/	-2	/	-6	/	3

Record cards (already shown). Order of values: NPY-Y1 antag | Hck Nef HTS | NPY-Y2 PAM-ag | RBBP9 inh | Runt-SMMHC FRET | NPY1 pot ag | Runt-CBFb FRET | p97 inhibitor | MDM2 E3 inh
Cc1sc2nc(COC(=O)c3ccc(Cl)c(N)c3)[nH]c(=O)c2c1C is listed with / | 7 | -16 | -8 | -7 | -30 | 2 | 3 | 1
c1ccc2c(c1)OCCOCCOc1ccccc1OCCOCCO2 is listed with 3 | -1 | -9 | -3 | 5 | -1 | 1 | -2 | -14

Later entries.
SMILES	NPY-Y1 antag	Hck Nef HTS	NPY-Y2 PAM-ag	RBBP9 inh	Runt-SMMHC FRET	NPY1 pot ag	Runt-CBFb FRET	p97 inhibitor	MDM2 E3 inh
CCN1CCN(CCn2c(=S)[nH]c3ccccc3c2=O)CC1	-3	-1	-6	4	-1	21	1	4	-11
O=C(Nc1ccc2snnc2c1)N1CCN(c2ccccc2)CC1	1	1	10	-10	-1	20	-1	6	4
CCc1ccccc1NC(=S)N(CCN1CCOCC1)Cc1ccccc1F	6	-21	1	-15	-1	-16	-1	-6	-15
Cc1cccc(N2C(=O)C(O)=C(C(=O)c3cccs3)C2c2ccc(F)cc2)n1 (configuration not stated)	-8	20	11	-4	5	34	0	7	12
Cc1ccc(S(=O)(=O)/N=C(\N)Nc2nc(C)c3ccccc3n2)cc1	3	4	-14	-6	0	-21	-2	-4	3
COc1ccc(C(=O)CSc2nnc(-c3cc4ccccc4cc3O)n2Cc2ccco2)cc1	4	1	-2	-25	6	-26	20	8	-10
COc1ccc(COc2cc(-c3cccc(OC)c3)nc3ccc(NC(=O)c4ccc(OC)cc4)cc23)cc1	3	-3	0	-14	5	-28	-9	7	/
CCOc1ccccc1C(=O)N[C@H](C(=O)OCc1cc([N+](=O)[O-])cc2c1OCOC2)C(C)C	0	-1	-5	-7	0	-38	1	-7	-10
COc1cc2c(cc1NC(=O)CSc1ccc(C)cc1)oc1ccccc12	2	0	-8	-2	-3	-3	-1	4	-3
CC(=O)N/N=C(\C)CC(=O)Nc1cccc(C(F)(F)F)c1	2	17	7	-11	6	17	0	-2	-9
CCOC(=O)c1c(C2CC2)csc1NC(=O)COC(=O)c1cnc(Cl)c(Cl)c1	-2	1	60*	1	-1	15	-1	1	-17
O=C(NCc1ccccc1Cl)C(=O)NCC1OCCN1S(=O)(=O)c1cccs1 (configuration not stated)	-1	25	-20	-9	0	-5	0	-2	-11
Cc1ccc(-n2c(CCC(=O)O)ccc2-c2cccs2)cc1C	17	1	0	-2	33	1	25	2	5
CC1(C)CC(=O)C(C=NCCN2CCNC2=O)=C(O)C1	-3	-7	8	-5	-1	-19	-2	4	12
Clc1ccc(-n2nnnc2-c2ccno2)cc1	/	6	1	-6	-9	0	2	7	-9
O=C(Nc1ccn(C2CC(OC(=O)c3ccccc3)C(CO)O2)c(=O)n1)c1ccccc1 (configuration not stated)	6	3	11	4	5	-3	-2	4	-14
CC(C)c1ccc(NC(=O)CNCC(c2ccccc2)N(C)C)cc1 (configuration not stated)	/	4	6	-6	2	2	0	-3	-11
Cn1c(=O)c2cc(S(=O)(=O)NCCC(=O)NCc3ccccc3Cl)ccc2n(C)c1=O	4	2	-7	-7	-2	-7	138*	1	5
CCOC(=O)c1c(C)[nH]c(C)c1C(=O)CSc1nc2ccccc2c(=O)n1-c1ccc(CC)cc1	-4	0	1	-4	4	34	-3	3	0
CC(C)(C)C(=O)c1cnc(Nc2ccccc2)s1	12	1	2	1	0	5	0	4	-24
C/C(=N/NC(=O)CCc1c(C)n[nH]c1C)c1cccc([N+](=O)[O-])c1	/	-8	-2	-9	0	5	2	-5	-11
Cc1ccc(-n2c(SCC(=O)Nc3ccc4c(c3)OCO4)nnc2-c2ccccn2)cc1	1	-3	15	-2	-1	1	1	2	-1
CCN(Cc1ccccc1)C(=O)CSc1nc(C)cc(=O)[nH]1	3	5	-7	-8	-1	2	1	2	-4
CCC(CC)C(=O)NCCN1CCN(C(=O)C(CC)CC)CC1	-4	-2	-13	-9	1	0	/	2	-11
CC(=O)N1CSCC1C(=O)NNS(=O)(=O)c1cccc(C(F)(F)F)c1 (configuration not stated)	/	-1	-27	1	-6	2	0	13	-16
CC(C)(C)c1ccc(-c2conc2N)cc1	-4	5	-14	-4	-7	3	-1	-7	-12
Cc1c(-c2c(C#N)c(N)nc3c2CCCCCC3)cnn1C	-5	0	3	-5	-1	-6	0	0	-3
O=C1NCC(CN(c2ccccc2)c2ccccc2)O1 (configuration not stated)	-3	0	-1	-4	-2	-3	-16	2	-16
CN1CCN(Cc2cccc(Oc3ccc(Cl)cc3)c2)CC1	9	-1	1	-2	0	-30	4	-4	-14
Cc1nn(Cc2ccc(Cl)cc2)c(C)c1NC(=O)c1ccc([N+](=O)[O-])cc1	-2	3	-8	-4	4	0	2	-2	-26
CC1(C)OC(=O)C(=CSc2ccc(C(C)(C)C)cc2)C(=O)O1	1	0	2	-2	2	6	2	2	-19
CC(C)OCCCNc1nc2c(c(=O)n(Cc3ccccc3F)c(=O)n2C)n1C	-5	0	7	2	-55	6	15	4	-20
O=C(CN1CCOCC1)Nc1ccc(-c2nc3ccccc3[nH]2)cc1	-1	1	-20	-6	-2	-1	-1	-4	-6
CCN=C1S/C(=C\c2ccc(O)c(OCC)c2)C(=O)N1CC	1	3	-7	-3	-39	-19	-19	-1	9
CCCC1(C(=O)OCC)NC(c2ccc(N(C)C)cc2)C2C(=O)N(c3ccc(F)cc3)C(=O)C21 (configuration not stated)	2	-1	2	-3	2	11	2	-1	-16
O=C(CSc1ccc([N+](=O)[O-])cc1)NCC1CCCCC1	8	2	-6	-1	-7	-8	2	0	-6
Cc1ccc(CSc2nnc([C@@H]3CCCN3C(=O)OC(C)(C)C)o2)cc1	/	6	2	-12	-3	6	-3	-10	-13
CCn1nc(C)c(CNC(=O)CC2C(=O)NCCN2CC(C)(C)C)c1C (configuration not stated)	8	26	-3	-4	-5	-6	-1	7	-2

Bioassay records (PubChem)
